From PubChem BioAssay
Lipid storage S3 – qHTS Assay for Lipid Storage Modulators in Drosophila S3 Cells. Drosophila S3 cells, BODIPY lipid droplet fluorescence, 18-24 h; cells fed with added oleic acid. lipid storage change, negative = inhibition, % at the top dose, mostly 46.1 µM; hits show Potency in µM. 320,000 tested, 0.64% active; active means well fitted inhibition curve with a large enough effect in the signal ratio, with a control signal flat, not every such curve was filed as active; inconclusive means small, poorly fitted or top-dose-only effect, or effect the other way, or a change in a side signal; the % refers to the signal ratio
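Drosophila S3 cells got compounds at several concentrations plus oleic acid (400 uM solution). Laser-scanning cytometry with 488 nm excitation read lipid droplets at 500-530 nm and cells at 575-640 nm. Percent activity was relative to 20 uM Triacsin C.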
Lipid storage S3 cell count max – recorded beside Lipid storage S3, whose call it bears; cell number change, %; measured here: cell count max response;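 cells counted by Cell Tracker Red CMTPX staining in the red channel; peak over a dose series mostly up to 46.1 µM; percent activity relative to internal control wells on each plate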
Active calls of the source: *; i = inactive; ? = inconclusive; / = no result given. On the % scale 0 is the no-effect control and ±100 the full control effect; potency means the concentration at half of the fitted maximal effect. These rows are one share of the data (hit frequency here may not be typical).

Order of values: Lipid storage S3 | Lipid storage S3 cell count max
- O=C(CSc1nnc(-c2ccc(C(F)(F)F)cn2)o1)Nc1cccc(Cl)c1
  ? | /
- CC(=O)c1ccc(Cl)c(Cl)c1Cl
  ? | /
- CCc1ccc(NC(=O)Cn2ccn(-c3cccc(Cl)c3)c(=O)c2=O)cc1
  0.5% | -4.9
- CCN(CC(=O)Nc1c(F)cccc1F)C(=O)c1ccc(NC(=O)CC2SC(N3CCCC3)=NC2=O)cc1 (stereo not drawn)
  ? | /
- CSc1ncccc1C(=O)OCC(=O)N1CCN(S(=O)(=O)c2ccc(C)cc2C)CC1
  20.0% | /
- Cn1c(SCC(=O)c2ccc3c(c2)OCCO3)nnc1C1CC1
  4.7% | 1.9
- Cc1nc2ccccc2c(=O)n1/N=C/c1ccc(F)cc1
  10.5% | 14.1
- COc1ccccc1NC(=O)Nc1nnc(CC(=O)Nc2ccccc2C)s1
  ? | /
- COC(=O)c1cc(-c2ccc(Br)cc2)on1
  ? | /
- Cc1ccc2cc(NC(=O)c3cccc(F)c3)ccc2n1
  6.5% | 21.3
- CCN(CC)C(=O)CSc1nnc(SCc2ccc(Cl)cc2)s1
  -6.1% | -1.8
- CC(C)CNS(=O)(=O)c1ccc(S(=O)(=O)N2CCN(CCC#N)CC2)cc1
  ? | /
- N#CC1=C(N)Oc2n[nH]c(-c3cccnc3)c2C1c1ccc([N+](=O)[O-])o1 (stereo not drawn)
  ? | /
- O=C1OCCC1Sc1nnc(-c2ccco2)o1 (stereo not drawn)
  6.2% | -2.0
- CC(=O)c1ccc(N(CC(=O)NC2CCS(=O)(=O)C2)S(=O)(=O)c2ccc(Cl)cc2)cc1 (stereo not drawn)
  -3.0% | -16.0

Other entries
Order of values: Lipid storage S3 | Lipid storage S3 cell count max
- O=C1/C(=C/c2cccc([N+](=O)[O-])c2)CCc2ccccc21
  ? | /
- Cn1nnnc1SCC(=O)NCc1ccco1
  ? | /
- O=S(=O)(Cc1ccccc1)NCC1CCCN(Cc2ccc3nonc3c2)C1 (stereo not drawn)
  16.8% | -8.9
- O=C(Cc1ccccc1)NCc1ccccn1
  -4.2% | 2.9
- S=C(Nc1ccc(Br)cc1Cl)N1CCN(c2ccccn2)CC1
  ? | /
- CCCCOc1ccc(OCCCC)c2c1NC1(N2)C(=O)N(C(C)=O)c2ccccc21
  ? | /
- C=CCNC(=O)c1ccc(Sc2ccc(C)cc2)c([N+](=O)[O-])c1
  -20.0% | -8.5
- CCc1ccc(Cn2nnc(C(=O)NCc3ccccc3OC)c2N)cc1
  ? | /
- Cc1ccc(-n2ncc3c(=O)[nH]c(SCC(=O)N4CCCc5ccccc54)nc32)cc1
  i | /
- CCCCSc1nnc(-c2ccc(NC(C)=O)cc2)n1C
  -16.7% | -13.2
- CCCc1c(C(=O)NNc2cc(C(F)(F)F)ccc2Cl)cnn1-c1ccccc1
  1.3% | -9.1
- COCCCn1c(-c2ccsc2)nc2c1c(=O)[nH]c(=O)n2Cc1ccccc1
  ? | /
- COc1ccc(/C=N/NC(=O)CN(Cc2ccccc2)S(=O)(=O)c2ccc3c(c2)OCCO3)cc1
  -2.2% | -10.1
- OCCN(C=NC1=NN(c2cccc(C(F)(F)F)c2)CC1)CCO
  0.1% | -1.9
- CCOC(=O)CN1C(=O)S/C(=C/c2ccc(O)c([N+](=O)[O-])c2)C1=O
  1.6% | 3.5

Next section.
Order of values: Lipid storage S3 | Lipid storage S3 cell count max
- COc1cccc(NC(=O)CN(C)S(=O)(=O)c2ccc3c(c2)NC(=O)CS3)c1
  ? | /
- CCCNC(=O)NC(=O)COC(=O)CNS(=O)(=O)/C=C/c1ccccc1
  i | 19.8
- Cc1cccc(CCNC(=O)CN(C)S(=O)(=O)c2ccc3c(c2)c(=O)n(C)c(=O)n3C)c1
  ? | /
- Fc1cccc(Cl)c1CNCc1ccccc1Cl
  i | -7.0
- O=C(CCCn1cnc([N+](=O)[O-])n1)Nc1ccc(Cl)c(Cl)c1
  7.7% | 0.1
- CC(=O)C1=C(O)C(=O)N(c2cccnc2)C1c1ccc(Cl)cc1 (stereo not drawn)
  ? | /
- CCOC(=O)N1CCN(c2c(N3CCN(c4cccc(C(F)(F)F)c4)CC3)c(=O)c2=O)CC1
  i | /
- Cc1cc(=O)oc2cc(OCC(=O)N3CCC(C(N)=O)CC3)ccc12
  -17.7% | 6.2
- CCCn1nc(C(=O)NNC(=O)CSC(C)C(=O)Nc2cc(C)on2)c2ccccc2c1=O (stereo not drawn)
  ? | /
- Cc1ccc2c(COC(=O)c3c(C)noc3C)cc(=O)oc2c1
  ? | /
- CCCCCN(C(=O)CCC(=O)OC(C)C(=O)NC1CCCCC1)c1c(N)n(CCCC)c(=O)[nH]c1=O (stereo not drawn)
  ? | /
- CCS(=O)(=O)N1CCC(C(=O)NCc2cc(OC)ccc2OC)CC1
  i | /
- CC1C(=O)Nc2ccccc2N1C(=O)c1cccc(C(F)(F)F)c1 (stereo not drawn)
  ? | /
- Cc1ccc(-c2csc(NC(=O)c3cnccn3)n2)cc1C
  ? | /
- COC(=O)c1ccccc1OC(=O)c1cc[n+]([O-])cc1
  11.8% | 5.1

A different layout for part of the listing above:
| Compound | Lipid storage S3 | Lipid storage S3 cell count max |
| --- | --- | --- |
| Cc1ccc2c(COC(=O)c3c(C)noc3C)cc(=O)oc2c1 | ? | / |
| CCCNC(=O)NC(=O)COC(=O)CNS(=O)(=O)/C=C/c1ccccc1 | i | 19.8 |

Later entries
Order of values: Lipid storage S3 | Lipid storage S3 cell count max
- Cc1ccccc1OCC(=O)Nc1ccc2c(c1)ncn2C
  ? | /
- CCC(Sc1ncccn1)C(=O)Nc1cc(C)on1 (stereo not drawn)
  -4.1% | -0.7
- COc1ccccc1/C=C/c1nc(S(=O)(=O)c2ccccc2)c(N(C)C)o1
  16.9% | 20.9
- c1ccc(-n2ncc3c(N4CCCCC4)ncnc32)cc1
  ? | /
- CCOC(=O)C1=C[C@]2(CC)CCCN3CCc4c(n1c1ccccc41)[C@@H]32
  -13.3% | -18.8
- C/C(=N\NC(=O)C1COc2ccccc2O1)c1cc2ccccc2o1 (stereo not drawn)
  ? | /
- COc1cc(Cl)c(C)cc1NC(=O)COC(=O)c1ccc(CN2CCCC2=O)cc1
  -7.2% | -4.2
- CCn1c2ccccc2c2nnc(SCC(=O)Nc3ncccn3)nc21
  ? | /
- O=C(Cn1ncc2c(=O)oc3ccccc3c21)Nc1nc2ccccc2s1
  ? | /
- Cc1c(Cl)cccc1NC(=O)CSc1ccc(-c2cccnc2)nn1
  1.9% | -7.7
- Nc1c(C(=O)N2CCOCC2)sc2nc3c(cc12)CCCC3
  i | /
- C/C(Cc1ccccc1)=N\NC(=O)c1ccc(F)cc1
  2.3% | 3.4
- COc1ccc2nc(NC(=O)C(NS(=O)(=O)c3cccc4nsnc34)C(C)C)sc2c1 (stereo not drawn)
  ? | /
- CN(Cc1ccccc1)C(=O)c1ccccc1NC(=O)C1CC1
  ? | /
- CC(=O)c1ccc(N2Cc3ccccc3/C2=N\C(=O)Nc2ccccc2)cc1
  4.7% | -5.3

New compounds follow
Order of values: Lipid storage S3 | Lipid storage S3 cell count max
- CC(=O)Oc1cccc(N2C(=O)c3ccc(C(=O)Nc4cccnc4)cc3C2=O)c1
  1.1% | 9.2
- O=C(CSc1nnc(-c2ccc(S(=O)(=O)N3CCCC3)cc2)n1CC1CCCO1)NC1CC1 (stereo not drawn)
  i | /
- Cc1c(C(=O)O)sc(S(=O)(=O)N2CCN(C(=O)CCc3ccccc3)CC2)c1C(=O)O
  ? | /
- COC(=O)C1=C(O)/C(=C\c2ccc(OCC(=O)Nc3ccccc3)cc2)N=C1C
  ? | /
- COc1ccc(NC(=O)Cn2cnc3c(oc4nc5c(cc43)COC(C)(C)C5)c2=O)cc1
  -5.5% | 15.7
- C[N+](C)(C)CCCCCC(=O)/C=N/O
  ? | /
- COc1ccccc1C1CCN(C(=O)c2cccs2)CC1
  5.8% | 18.4
- CCn1c(=O)c(C(=O)CN2CCOCC2)c(N)n(Cc2ccccc2)c1=O
  ? | /
- Cc1nc2ccc(S(=O)(=O)N(C)CC(=O)NCCc3ccccc3)cc2s1
  ? | /
- CCOc1ccccc1NC(=O)Cn1c(=O)n(-c2ccc(OC)cc2OC)c(=O)c2c(C)c(C(=O)N(CC)CC)sc21
  -4.5% | -12.5
- O=C(CN(c1cccc(C(F)(F)F)c1)S(=O)(=O)c1ccc(Cl)c([N+](=O)[O-])c1)NCc1ccccc1
  ? | /
- O=Cc1cccn1-c1ncc(Br)cn1
  ? | /
- O=C1CC(C(=O)Nc2ccc(Cl)c(Cl)c2)S/C(=N\N=C\c2ccco2)N1 (stereo not drawn)
  2.1% | /
- O=C(COC(=O)CC1CC2CCC1C2)Nc1ccc(Cl)c(S(=O)(=O)N2CCOCC2)c1 (stereo not drawn)
  ? | /
- COc1ccc(/C=N/NS(=O)(=O)c2ccccc2)cc1OS(=O)(=O)c1ccc(C)cc1
  ? | /

(listing goes on)
Order of values: Lipid storage S3 | Lipid storage S3 cell count max
- O=C(/C=C/c1ccc(Cl)cc1)N1CCN(c2ccc(Cl)cc2[N+](=O)[O-])CC1
  ? | /
- CCC(=O)Nc1ccc(S(=O)(=O)Nc2cccnc2)cc1
  ? | /
- Cc1cccc(Nc2ncnc3ccccc23)c1
  ? | /
- N#CCc1ccc(Oc2ncc(C(F)(F)F)cc2Cl)cc1
  ? | /
- O=C(Nc1ccccc1Oc1ccsc1C(=O)O)c1ccccc1F
  8.9% | 17.0
- COC(=O)CSc1nn(-c2ccc(F)cc2)c(=S)s1
  -9.6% | -2.3
- COc1ccc(CNC(=S)NC2CCCC2)cc1
  1.3% | -0.2
- CCN1CC(O)=C(c2nc3ccccc3s2)C1=N
  i | /
- COc1cccc(-c2cnc(NCc3cc(Cl)ccc3O)n2C)c1
  ? | /
- CC1=C(C(=O)Nc2cccnc2)C(c2ccncc2)n2nnnc2N1 (stereo not drawn)
  ? | /
- CN1c2ccsc2C(O)=C(C(=O)Nc2ccccc2)S1(=O)=O
  ? | /
- CCC1SC2=NC(C)=C(C(=O)OC)C(c3cccs3)N2C1=O (stereo not drawn)
  ? | /
- Cc1c(/C=C/C(=O)c2ccc(O)cc2)cnn1C
  3.2% | -8.6
- CCOc1ccc(CC(=O)NNC(=S)NCCc2ccccc2)cc1
  -1.0% | -1.8
- CC(C)Cn1c(N)c(C(=O)COC(=O)C2CC(=O)N(c3ccc4c(c3)OCCO4)C2)c(=O)n(C)c1=O (stereo not drawn)
  ? | /

Following part.
Order of values: Lipid storage S3 | Lipid storage S3 cell count max
- CCOC(=O)c1cc(-c2ccncc2)nc2c1c(C)nn2C
  ? | /
- COc1ccccc1S(=O)(=O)Cc1ccc(C(=O)N2CCN(c3ccccc3)CC2)o1
  ? | /
- COC(=O)Cc1c(C)c2c(O)cc(C)cc2oc1=O
  ? | /
- Cn1c(-c2ccc(Br)cc2)cnc1NCc1cccnc1
  8.0% | 1.2
- CS(=O)(=O)N(CC(=O)N1CCC(C(N)=O)CC1)c1cc(C(F)(F)F)ccc1Cl
  ? | /
- Oc1ccc(/C=N/Nc2ncnc3nc[nH]c23)cc1
  ? | /
- COc1ccc(-c2csc(NC(=O)CSc3nc(C)nc4sc(C(=O)O)c(C)c34)n2)cc1
  5.9% | 18.0
- CCC(C)[C@H]1CNC(=S)N1CCc1cccc2ccccc12 (stereo partly drawn)
  ? | /
- O=C(N/N=C/c1ccc2c(c1)OCO2)c1cc2ccccc2o1
  -9.7% | -5.6
- O=[N+]([O-])c1ccc(N2CCOCC2)cn1
  -5.6% | 0.9
- CCSc1nsc(NC(=O)Nc2cccc(OC)c2)n1
  ? | /
- COc1ccc(C2NCCO2)cc1OC (stereo not drawn)
  ? | /
- COc1ccc(C2CC(c3ccccc3)=NN2C(=O)c2ccc(Cl)c([N+](=O)[O-])c2)cc1 (stereo not drawn)
  ? | /
- CCCN1CCN(CCCNC(=O)CCN2C(=O)COc3ccccc32)CC1
  ? | /
- Cc1ccc(C(=O)NCc2ccccn2)cc1Cl
  ? | /

3 entries drawn at random from those above, as already listed:
Order of values: Lipid storage S3 | Lipid storage S3 cell count max
- O=C(CSc1nnc(-c2ccc(C(F)(F)F)cn2)o1)Nc1cccc(Cl)c1
  ? | /
- CC(=O)Oc1cccc(N2C(=O)c3ccc(C(=O)Nc4cccnc4)cc3C2=O)c1
  1.1% | 9.2
- O=C(Cn1ncc2c(=O)oc3ccccc3c21)Nc1nc2ccccc2s1
  ? | /

(list continues)
Order of values: Lipid storage S3 | Lipid storage S3 cell count max
- CC1CCN(S(=O)(=O)c2ccc(C(=O)OC(C)C(=O)N(C)C3CCCCC3)cc2)CC1 (stereo not drawn)
  ? | /
- CC(C)Cn1c(N)c(C(=O)COC(=O)c2ccccc2Cl)c(=O)n(C)c1=O
  i | 22.5
- Cc1cc(C)cc(N(C(=O)Cc2cccs2)C(C(=O)NC2CCCCC2)c2ccccn2)c1 (stereo not drawn)
  -10.3% | 1.9
- O=[N+]([O-])c1ccccc1/C=C/C=N/n1c(-c2ccccc2F)n[nH]c1=S
  ? | /
- COc1ccc(CCC(=O)NCCOc2ccc(C)cc2)cc1
  ? | /
- CCCN(C(=O)CCl)C1=CCCCC1
  ? | /
- CC(C)(C)NC(=O)C(c1ccc(F)cc1)N(Cc1ccco1)C(=O)c1csnn1 (stereo not drawn)
  13.7% | -0.1
- O=C(CCn1cnc2ccccc2c1=O)Nc1ccc(Cl)c(Cl)c1
  ? | /
- O=c1[nH]c2cc(Cl)c([N+](=O)[O-])nc2[nH]1
  1.2% | 1.0
- O=C(Cc1ccc(-c2ccccc2)cc1)Nc1ccccn1
  ? | /
- CCOc1cccc(CNc2ccc(O)cc2)c1OCc1ccc(Cl)cc1Cl
  ? | /
- CC(=O)Nc1ccc(Sc2ncccc2C(=O)Nc2ccc(OC(F)(F)F)cc2)cn1
  ? | /
